Screens deposited in PubChem BioAssay by several laboratories.
AGP1 TOR yeast = alters AGP1-GFP fluorescence in TOR pathway yeast screen | S. cerevisiae AGP1-GFP multiplex flow cytometry, 3 h; GFP as percent of DMSO wells | GFP response vs DMSO, % at 10 µM | hit rate 0.02% among 320,000 | AID 2066;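 active means GFP response relative to DMSO above a set limit, near screen average plus 3 SD, cut at about 150% in these data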;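 further: median GFP channel fluorescence of the gated AGP1 strain per well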
MEP2 TOR yeast = modulators of TOR pathway MEP2-GFP in S. cerevisiae; S. cerevisiae MEP2-GFP strain, flow cytometry GFP, 3 h; 100% = DMSO control level; GFP response vs DMSO, % at 10 µM; hit rate 0.51% among 330,000; AID 2016;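 active means GFP response versus DMSO above a set limit, roughly screen mean plus 3 SD, cut at about 180% in these data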;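 further: median GFP fluorescence of the barcode-gated MEP2-GFP cells per well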
LAP4-GFP MLPCN = alters LAP4-GFP fluorescence in TOR pathway yeast screen | S. cerevisiae LAP4-GFP multiplex, flow cytometry GFP, 3 h; median GFP as percent of DMSO wells | GFP response vs DMSO, % at 10 µM | hit rate 0.34% among 320,000;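 active means GFP response vs DMSO above a set limit, about the screen mean plus 3 SD, cut at about 150% in these data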
proCasp3 act = procaspase-3 (human) activation; P42574; recombinant procaspase-3 D3A, Ac-DEVD-pNA absorbance 405 nm; activation, % at 8.5 µM; hit rate 0.11% among 330,000;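 active means activation above the mean of all tested compounds plus 3 SD, cut at about 21% in these data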;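 further: 0% = DMSO alone and 100% = DMSO wells spiked with extra 5 µM PC-3 D3A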
Target sequence (P42574 whole entry D9A/D28A/D175A): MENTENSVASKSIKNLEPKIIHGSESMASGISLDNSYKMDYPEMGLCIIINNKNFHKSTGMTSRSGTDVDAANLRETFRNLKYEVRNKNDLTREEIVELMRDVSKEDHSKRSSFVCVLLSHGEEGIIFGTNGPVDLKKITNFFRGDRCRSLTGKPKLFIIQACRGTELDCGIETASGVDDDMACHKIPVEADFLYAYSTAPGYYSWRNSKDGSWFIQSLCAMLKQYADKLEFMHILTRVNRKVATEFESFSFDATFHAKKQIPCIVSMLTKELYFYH
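assay system = Procaspase-3 D3A mutant | signal = absorbance at 405 nm, 0 and 120 min | times = 1 h preincubation plus 2 h reaction at 25 °C | repeats = single replicate | read-out = % activation between DMSO and enzyme-spiked controls | medium = Zinc-free HEPES saline buffer with Triton X-100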
proCasp7 act = counter-screen: procaspase-7 (human) activation | P55210 | recombinant procaspase-7, Ac-DEVD-pNA absorbance 405 nm; D23A/D198A/D206A triple mutant, cannot self-cleave; scale: DMSO 0, 5 µM enzyme 100 | activation, % at 8.5 µM | hit rate 0.093% among 330,000 | AID 463210;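 active means percent activation above the screen-wide mean plus 3 SD, cut at about 25% in these data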
Target sequence (P55210 whole entry D23A/D198A/D206A): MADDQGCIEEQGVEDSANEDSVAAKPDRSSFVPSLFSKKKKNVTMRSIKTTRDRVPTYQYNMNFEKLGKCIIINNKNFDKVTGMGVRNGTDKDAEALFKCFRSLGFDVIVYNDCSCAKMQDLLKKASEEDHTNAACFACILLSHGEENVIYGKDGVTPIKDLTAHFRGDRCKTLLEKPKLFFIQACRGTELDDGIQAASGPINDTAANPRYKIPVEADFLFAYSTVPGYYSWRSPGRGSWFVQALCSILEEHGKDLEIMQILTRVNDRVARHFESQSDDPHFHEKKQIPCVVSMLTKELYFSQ
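System: Uncleavable procaspase-7 mutant enzyme; Amount: 2 µM procaspase-7 mutant as dispensed; Schedule: 1 h compound preincubation, 2 h substrate cleavage, 25 °C; Measured by: 405 nm absorbance of p-nitroaniline; Evaluation: percent activation from buffer-corrected 0–120 min absorbance change; Control set: low DMSO alone, high DMSO plus 5 µM PC-7.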
CIT2-GFP yeast = alters CIT2-GFP fluorescence in TOR pathway yeast screen | hit rate 0.065% among 320,000 | GFP response vs DMSO, % at 10 µM | S. cerevisiae CIT2-GFP strain, flow cytometry, 3 h; 100 means same as DMSO wells;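 active means GFP response relative to DMSO above a set limit, near the screen mean plus 3 SD, cut at about 150% in these data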;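 further: ratio of well median GFP fluorescence to mean of DMSO wells on the plate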
RPL19A-GFP yeast = yeast TOR pathway RPL19A-GFP modulation; percent response vs DMSO, % at 10 µM; hit rate 0.3% among 330,000; S. cerevisiae RPL19A-GFP strain, flow cytometry, 3 h; hits give low values;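 active means percent response vs DMSO below 50%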;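 further: median channel GFP fluorescence of the barcoded RPL19A-GFP strain; ratio of sample median GFP to plate DMSO average so 100% = DMSO; lower means less RPL19A-GFP as with rapamycin TOR inhibition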
AHR act = human AHR activation; AHR-responsive luciferase reporter cells, luminescence; hit rate 2.5% among 320,000; P35869; activation, % at 5 µM; in the data active means activation above about 47%;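 further: 0% = vehicle wells and 100% = reference agonist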
Numbers without * were called inactive.

How did CCCn1c(NC(=O)CN2C(=O)NC3(CCCC3)C2=O)nc2ccccc21 do in these assays?
AGP1 TOR yeast: 111; MEP2 TOR yeast: 95; LAP4-GFP MLPCN: 113; proCasp3 act: 4; proCasp7 act: 6; CIT2-GFP yeast: 106; RPL19A-GFP yeast: 108; AHR act: 0

How did COc1ccc2c(c1)c1ncn(Cc3ccco3)c(=O)c1n2C do in these assays?
MEP2 TOR yeast: 100; LAP4-GFP MLPCN: 108; proCasp3 act: -6; proCasp7 act: -4; CIT2-GFP yeast: 95; RPL19A-GFP yeast: 94; AHR act: 29

How did COc1ccc(CC(NC(C)=O)C(=O)NC2CCN(C(=O)c3ccncc3)CC2)cc1OC (configuration not stated) do in these assays?
AGP1 TOR yeast: 100; MEP2 TOR yeast: 99; LAP4-GFP MLPCN: 95; proCasp3 act: 6; proCasp7 act: 7; CIT2-GFP yeast: 109; RPL19A-GFP yeast: 105; AHR act: -1

What do the screens show for `COc1cccc(NC(=O)COC(=O)CCSc2ccccc2)c1`?
AGP1 TOR yeast: 102; MEP2 TOR yeast: 108; LAP4-GFP MLPCN: 90; proCasp3 act: 1; proCasp7 act: -2; CIT2-GFP yeast: 110; RPL19A-GFP yeast: 98; AHR act: 1

Results for Cc1ccc(C(=O)N2CCN(c3ccc([N+](=O)[O-])cc3-n3cccc3)CC2)cc1 ?
AGP1 TOR yeast: 95; MEP2 TOR yeast: 93; LAP4-GFP MLPCN: 115; proCasp3 act: -7; proCasp7 act: 0; CIT2-GFP yeast: 75; RPL19A-GFP yeast: 97; AHR act: 1

Results for Cc1ccc(NC(=O)CS(=O)CC(=O)Nc2ccc3c(c2)OCO3)cc1Cl (configuration not stated) ?
AGP1 TOR yeast: 105; MEP2 TOR yeast: 102; LAP4-GFP MLPCN: 106; proCasp3 act: 5; proCasp7 act: 2; CIT2-GFP yeast: 103; RPL19A-GFP yeast: 103; AHR act: 8

How did O=C(COC(=O)/C=C/c1cccc(C(F)(F)F)c1)NC1CCS(=O)(=O)C1 (configuration not stated) do in these assays?
AGP1 TOR yeast: 98; MEP2 TOR yeast: 100; LAP4-GFP MLPCN: 97; proCasp3 act: 5; proCasp7 act: 8; CIT2-GFP yeast: 92; RPL19A-GFP yeast: 94; AHR act: -1

Results for O=C(COC(=O)/C=C/c1cccs1)Nc1ccc2ccccc2c1 ?
AGP1 TOR yeast: 108; MEP2 TOR yeast: 109; LAP4-GFP MLPCN: 121; proCasp3 act: 0; proCasp7 act: 19; CIT2-GFP yeast: 95; RPL19A-GFP yeast: 96; AHR act: 5

How did CCN1C(=O)C(=O)c2cc(C)ccc21 do in these assays?
AGP1 TOR yeast: 103; MEP2 TOR yeast: 99; LAP4-GFP MLPCN: 98; proCasp3 act: 1; proCasp7 act: 16; CIT2-GFP yeast: 101; RPL19A-GFP yeast: 99; AHR act: 2

Results for c1ccc(CNc2nc(NCc3ccccc3)c3ccccc3n2)cc1 ?
AGP1 TOR yeast: 100; MEP2 TOR yeast: 97; LAP4-GFP MLPCN: 103; proCasp3 act: 2; proCasp7 act: -5; CIT2-GFP yeast: 89; RPL19A-GFP yeast: 97; AHR act: 4

Results for O=C(COC(=O)CSc1ccc(F)cc1)NCC1CCCCC1 ?
AGP1 TOR yeast: 109; MEP2 TOR yeast: 123; LAP4-GFP MLPCN: 107; proCasp3 act: -2; proCasp7 act: 6; CIT2-GFP yeast: 108; RPL19A-GFP yeast: 110; AHR act: 2

What do the screens show for `Cc1ccc(C2C3=C(CC(C)(C)CC3=O)NC3=C2C(=O)c2ccccc23)cc1` (configuration not stated)?
AGP1 TOR yeast: 93; MEP2 TOR yeast: 98; LAP4-GFP MLPCN: 83; proCasp3 act: 1; proCasp7 act: 0; CIT2-GFP yeast: 100; RPL19A-GFP yeast: 99; AHR act: -4

What do the screens show for `Cc1ccc(C)c2c3c([nH]c12)-c1nonc1CC3`?
AGP1 TOR yeast: 96; MEP2 TOR yeast: 104; LAP4-GFP MLPCN: 103; proCasp3 act: -1; proCasp7 act: -1; CIT2-GFP yeast: 101; RPL19A-GFP yeast: 99; AHR act: 7

How did CN1/C(=C\C=[N+](C)c2ccccc2)C(C)(C)c2ccccc21 do in these assays?
AGP1 TOR yeast: 103; MEP2 TOR yeast: 105; LAP4-GFP MLPCN: 102; proCasp3 act: -11; proCasp7 act: -8; CIT2-GFP yeast: 96; RPL19A-GFP yeast: 102; AHR act: -2

Results for CC(=O)c1ccc(NCC(=O)N2CCN(c3ccccc3)CC2)cc1 ?
AGP1 TOR yeast: 100; MEP2 TOR yeast: 89; LAP4-GFP MLPCN: 95; proCasp3 act: 5; proCasp7 act: 5; CIT2-GFP yeast: 93; RPL19A-GFP yeast: 98; AHR act: 5

Filtered by structure, the entries above with fluorine (two)
How did O=C(COC(=O)/C=C/c1cccc(C(F)(F)F)c1)NC1CCS(=O)(=O)C1 (configuration not stated) do in these assays?
AGP1 TOR yeast: 98; MEP2 TOR yeast: 100; LAP4-GFP MLPCN: 97; proCasp3 act: 5; proCasp7 act: 8; CIT2-GFP yeast: 92; RPL19A-GFP yeast: 94; AHR act: -1

Results for O=C(COC(=O)CSc1ccc(F)cc1)NCC1CCCCC1 ?
AGP1 TOR yeast: 109; MEP2 TOR yeast: 123; LAP4-GFP MLPCN: 107; proCasp3 act: -2; proCasp7 act: 6; CIT2-GFP yeast: 108; RPL19A-GFP yeast: 110; AHR act: 2

Carrying on:
How did CC1(C)CC(NC(=O)C(F)(F)F)CC(C)(C)N1OC(=O)c1ccco1 do in these assays?
AGP1 TOR yeast: 92; MEP2 TOR yeast: 97; LAP4-GFP MLPCN: 93; proCasp3 act: -7; proCasp7 act: -9; CIT2-GFP yeast: 89; RPL19A-GFP yeast: 93; AHR act: 5

How did CN(C)C(CNC(=O)c1cccc(C#N)c1)c1ccco1 (configuration not stated) do in these assays?
AGP1 TOR yeast: 106; MEP2 TOR yeast: 106; LAP4-GFP MLPCN: 102; proCasp3 act: -4; proCasp7 act: 3; CIT2-GFP yeast: 101; RPL19A-GFP yeast: 100; AHR act: 0

What do the screens show for `CCCCOc1ccc(NC2=NC3(CCCC3)N=C(N)N2)cc1`?
AGP1 TOR yeast: 95; MEP2 TOR yeast: 97; LAP4-GFP MLPCN: 96; proCasp3 act: 7; proCasp7 act: -5; CIT2-GFP yeast: 93; RPL19A-GFP yeast: 99; AHR act: 17

What do the screens show for `CCSc1nsc(NC(=O)Nc2ccccc2F)n1`?
AGP1 TOR yeast: 107; MEP2 TOR yeast: 108; LAP4-GFP MLPCN: 101; proCasp3 act: -5; proCasp7 act: 5; CIT2-GFP yeast: 104; RPL19A-GFP yeast: 104; AHR act: 78*

How did COc1ccc(NC(=O)COC(=O)c2cc3c(s2)CCC3)cc1 do in these assays?
AGP1 TOR yeast: 103; MEP2 TOR yeast: 123; LAP4-GFP MLPCN: 122; proCasp3 act: -3; proCasp7 act: 7; CIT2-GFP yeast: 102; RPL19A-GFP yeast: 105; AHR act: 0

What do the screens show for `Cc1ccc(S(=O)(=O)Nc2ccc(Br)cc2/C=N/n2cnnc2)cc1`?
AGP1 TOR yeast: 87; MEP2 TOR yeast: 96; LAP4-GFP MLPCN: 99; proCasp3 act: -5; proCasp7 act: -14; CIT2-GFP yeast: 89; RPL19A-GFP yeast: 95; AHR act: 6

How did COc1cc(C(=O)N2CCN(C(=O)COc3ccc4ccccc4c3)CC2)cc(OC)c1OC do in these assays?
AGP1 TOR yeast: 87; MEP2 TOR yeast: 96; LAP4-GFP MLPCN: 91; proCasp3 act: 2; proCasp7 act: 13; CIT2-GFP yeast: 91; RPL19A-GFP yeast: 88; AHR act: 5

Results for COC(=O)CN1C(=O)COc2ccc(S(=O)(=O)NCc3ccc(Cl)cc3)cc21 ?
AGP1 TOR yeast: 92; MEP2 TOR yeast: 92; LAP4-GFP MLPCN: 91; proCasp3 act: 4; proCasp7 act: 2; CIT2-GFP yeast: 91; RPL19A-GFP yeast: 94; AHR act: 1

What do the screens show for `O=C(CCN1CCN(C/C=C/c2ccccc2)CC1)Nc1ccccc1Cl`?
AGP1 TOR yeast: 94; MEP2 TOR yeast: 102; LAP4-GFP MLPCN: 91; proCasp3 act: 8; proCasp7 act: -1; CIT2-GFP yeast: 103; RPL19A-GFP yeast: 102; AHR act: 5

What do the screens show for `Cc1ccc(-c2c3c([nH]c(=S)c2C#N)CCCC3)o1`?
AGP1 TOR yeast: 113; MEP2 TOR yeast: 143; LAP4-GFP MLPCN: 136; proCasp3 act: -23; proCasp7 act: -23; CIT2-GFP yeast: 120; RPL19A-GFP yeast: 108; AHR act: 2

Results for COc1cc(SC)ccc1C(=O)Nc1c(C)cccc1C ?
AGP1 TOR yeast: 101; MEP2 TOR yeast: 110; LAP4-GFP MLPCN: 106; proCasp3 act: -2; proCasp7 act: 5; CIT2-GFP yeast: 99; RPL19A-GFP yeast: 99; AHR act: 1

What do the screens show for `CS(=O)(=O)C1=NSC2=NC(=O)/C(=C\c3ccc(OC(=O)c4ccco4)c(Br)c3)C(=N)N21`?
AGP1 TOR yeast: 95; MEP2 TOR yeast: 90; LAP4-GFP MLPCN: 75; proCasp3 act: 5; proCasp7 act: -14; CIT2-GFP yeast: 109; RPL19A-GFP yeast: 99; AHR act: 0

What do the screens show for `Cc1cccc(N(C(=O)c2sc(C)nc2C)C(C(=O)NCC2CCCO2)c2ccccc2)c1` (configuration not stated)?
AGP1 TOR yeast: 101; MEP2 TOR yeast: 99; LAP4-GFP MLPCN: 97; proCasp3 act: -5; proCasp7 act: 7; CIT2-GFP yeast: 100; RPL19A-GFP yeast: 102; AHR act: -4

How did Cc1ccc(Cl)cc1N1CCN(S(=O)(=O)c2ccc3c(c2)NC(=O)C(C)C(=O)N3)CC1 (configuration not stated) do in these assays?
AGP1 TOR yeast: 99; MEP2 TOR yeast: 97; LAP4-GFP MLPCN: 94; proCasp3 act: -3; proCasp7 act: 7; CIT2-GFP yeast: 97; RPL19A-GFP yeast: 96; AHR act: -1

Results for CCOc1ccc(-c2nc(CS(=O)(=O)CC(=O)NCc3ccc(F)cc3)c(C)o2)cc1 ?
AGP1 TOR yeast: 138; MEP2 TOR yeast: 177*; LAP4-GFP MLPCN: 181*; proCasp3 act: -1; proCasp7 act: 3; CIT2-GFP yeast: 138; RPL19A-GFP yeast: 86; AHR act: 8

What do the screens show for `Cc1nnc(SCC(=O)Nc2ccccc2NC(=O)CSc2nnc(C)s2)s1`?
AGP1 TOR yeast: 99; MEP2 TOR yeast: 99; LAP4-GFP MLPCN: 99; proCasp3 act: -1; proCasp7 act: -3; CIT2-GFP yeast: 93; RPL19A-GFP yeast: 95; AHR act: 2

Results for CCCOc1ccc(Cl)cc1CN1CCOCC1 ?
AGP1 TOR yeast: 105; MEP2 TOR yeast: 95; LAP4-GFP MLPCN: 102; proCasp3 act: 6; proCasp7 act: 0; CIT2-GFP yeast: 112; RPL19A-GFP yeast: 100; AHR act: 4

How did O=C(Nc1ccc(OCC(F)(F)C(F)F)c(C(F)(F)F)c1)c1ccc(Cl)cc1 do in these assays?
AGP1 TOR yeast: 101; MEP2 TOR yeast: 104; LAP4-GFP MLPCN: 106; proCasp3 act: 2; proCasp7 act: 0; CIT2-GFP yeast: 101; RPL19A-GFP yeast: 102; AHR act: 0

Random draw from the library. Share with any hit: about 3.5%.
